NR2E3 ag-1 = activates human NR2E3 receptor; CHO-S Gal4-NCOR/VP16-NR2E3 two-hybrid, luciferase; 360,000 compounds, 0.35% hits; inhibition of corepressor binding, % at 3.98 µM; AID 602229;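 active means inhibition above the mean of all tested compounds plus 3 SD, cut at about 70% in these data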;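 further: 0% = DMSO with NR2E3 transfected cells and 100% = cells lacking NR2E3 construct; higher means lower luciferase signal from less NR2E3 corepressor binding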
Target sequence (Q9Y5X4 whole entry, looked up, the tested form may be a part): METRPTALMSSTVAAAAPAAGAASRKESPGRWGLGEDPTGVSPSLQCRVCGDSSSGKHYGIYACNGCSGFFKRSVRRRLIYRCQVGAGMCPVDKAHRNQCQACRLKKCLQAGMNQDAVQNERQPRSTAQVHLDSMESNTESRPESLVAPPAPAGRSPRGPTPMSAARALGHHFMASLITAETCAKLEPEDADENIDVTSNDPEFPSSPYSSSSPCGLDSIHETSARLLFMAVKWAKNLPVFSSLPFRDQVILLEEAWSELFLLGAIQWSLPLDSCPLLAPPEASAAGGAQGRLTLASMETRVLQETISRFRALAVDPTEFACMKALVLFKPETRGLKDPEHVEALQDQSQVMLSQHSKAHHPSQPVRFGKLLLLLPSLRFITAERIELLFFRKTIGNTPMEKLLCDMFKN
NR2E3 ag-2 = NR2E3 (human) agonism. Q9Y5X4. GST-NR2E3/biotin-RetCOR TR-FRET, 1536-well. inhibition of corepressor binding, % at 4.78 µM. 320,000 compounds, 0.12% hits. AID 2300;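 active means percent inhibition above the cutoff of mean plus 3 SD of all tested compounds, set per screening campaign, cut at about 20% in these data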;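 further: 0% = DMSO wells and 100% = biotin wells as full block of FRET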
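Material: NR2E3–RetCOR corepressor complex / Incubation: Compound–protein incubation for 5 h at 4 °C / Dosing: compound at 4.8 µM, single dose / Detection: time-resolved FRET / Benchmarks: high control biotin, low control 0.6% DMSO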
MITF TRPM1 inh = MITF TRPM1 promoter inhibition in SK-MEL-5 cells. SK-MEL-5 TRPM1 promoter luciferase, 24 h. inhibition, % at 12.5 µM. 330,000 compounds, 0.83% hits. AID 488899;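 active means mean inhibition across replicates of 60% or more, whatever share of single replicates reaches that level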; further: values of inactives mirror those of a sister screen read the other way
Shn3 3UTR inh = reduces Shn3 3'UTR luciferase signal in osteoblasts; Clone20 osteoblast Shn3 3'UTR firefly luciferase, 24 h; inhibition, % at 12.5 µM; 360,000 compounds, 0.52% hits;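 active means mean inhibition of at least 75% with every replicate also reaching 75%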;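 further: 0% = median of neutral control wells and 100% = pilot-screen positive control compound; some compounds past the cut are filed as inactive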
Peg3 promoter = Peg3 promoter activity inhibition | inhibition, % at 20 µM | 360,000 compounds, 1.7% hits | HeLa PEG-Prom luciferase reporter, luminescence, overnight;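 active means inhibition of at least 50% at 20 µM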
KKLEB cytotox = counter-screen for CF NF-kB inhibitors: cytotoxicity; activity change (cytotoxicity), % at 5 µM; KKLEB CF airway cells viability, ATPlite luminescence, overnight; stronger effect = lower value; cells stimulated with P. aeruginosa culture filtrate; 360,000 compounds, 0.36% hits;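 active means corrected activity change at or below -50% at 5 µM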
LMP1 NFkB inh = reduces LMP1-driven NF-kappaB luciferase signal. inhibition, % at 12.5 µM. LMP1-induced NF-kappaB luciferase reporter cells, luminescence. AID 504558. 350,000 compounds, 0.69% hits; in the data active means inhibition above about 41%;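 further: 0% = neutral control wells and 100% = reference inhibitor control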
CF NFkB inh = inhibitors of cystic fibrosis induced NF-kB; 360,000 compounds, 0.86% hits; AID 588850; inhibition, % at 5 µM; KKLEB NF-kB-GFP reporter, PAF-induced, GFP fluorescence overnight;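 active means at least 50% inhibition at 5 µM, scaled per plate between neutral and stimulator controls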;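 further: PAF is a Pseudomonas aeruginosa culture filtrate used as stimulus; plate controls were PAF-stimulated DMSO wells for no effect and unstimulated DMSO wells for full effect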
C8 TRAIL sens = sensitizes caspase-8 expressing cells to TRAIL. NB7+C8 cells + TRAIL, ATPlite viability luminescence. inhibition (viability loss, TRAIL sensitization), % at 10 µM. 360,000 compounds, 1% hits;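 active means compounds causing at least 50% loss of cell viability in the single-dose screen, relative to plate controls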
HIF-2a inh = blocks HIF-2a reporter activity | 786-0 RCC cells HIF-2a reporter, luciferase luminescence, overnight | inhibition, % at 18.8 µM | 360,000 compounds, 0.72% hits | AID 624352;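 active means inhibition of the luminescence signal of 40% or more relative to plate controls, in a single-dose primary screen at 18.75 µM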
hiPSC survival = enhancers of human iPSC single-cell survival. hiPSC single-cell survival, ATPlite luminescence; 100% = ROCK inhibitor wells, 0% = DMSO. survival enhancement, % at 20 µM. 360,000 compounds, 0.044% hits. AID 602274; in the data active means survival enhancement above about 18%;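 further: cells exposed to compounds for 16 hours before the ATP read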
Numbers without * were called inactive. This is a subset (hit frequency here may not be typical).

Screening Cc1c(OCC(=O)NC(Cc2ccc(Cl)cc2)C(=O)O)ccc2c(-c3ccccc3)cc(=O)oc12 (stereo not given) returned NR2E3 ag-1 -16, NR2E3 ag-2 3, MITF TRPM1 inh 1, Shn3 3UTR inh -3, Peg3 promoter 5, KKLEB cytotox -10, LMP1 NFkB inh -6, CF NFkB inh 3, C8 TRAIL sens 4, HIF-2a inh 11 and hiPSC survival 3.4.
`O=C(Nc1ccc(Cl)cc1)C1C2C=CC3(O2)C1C(=O)N(CCCN1CCCCC1)C3C(=O)NC1CCCCC1` (stereo not given) gave NR2E3 ag-1 -40, NR2E3 ag-2 6, MITF TRPM1 inh 0, Shn3 3UTR inh 4, Peg3 promoter 3, KKLEB cytotox -1, LMP1 NFkB inh 0, CF NFkB inh 1, C8 TRAIL sens 10, HIF-2a inh 12 and hiPSC survival 0.0.
O=C(N/N=C/c1ccncc1)c1ccncc1 was read as NR2E3 ag-1 -5, MITF TRPM1 inh -6, Shn3 3UTR inh -1, Peg3 promoter 11, KKLEB cytotox 2, LMP1 NFkB inh -2, CF NFkB inh 2, C8 TRAIL sens 6, HIF-2a inh 4 and hiPSC survival -0.3.
Cc1nn(-c2ccccc2)c(C)c1/C=N/NC(=O)c1ccc(F)cc1 was read as NR2E3 ag-1 -9, NR2E3 ag-2 3, MITF TRPM1 inh -13, Shn3 3UTR inh -28, Peg3 promoter -19, KKLEB cytotox 0, LMP1 NFkB inh -3, CF NFkB inh 3, C8 TRAIL sens 15, HIF-2a inh -39 and hiPSC survival -0.6.
For O=C(CSCc1nc2ccccc2[nH]1)N1CCN(c2cccc(Cl)c2)CC1 the results were NR2E3 ag-1 29, NR2E3 ag-2 -1, MITF TRPM1 inh 16, Shn3 3UTR inh 23, Peg3 promoter 3, KKLEB cytotox 6, LMP1 NFkB inh -3, CF NFkB inh -10, C8 TRAIL sens 19, HIF-2a inh 0 and hiPSC survival -2.7.
For O=C1CC(N2CCSCC2)C(=O)N1c1ccc(Br)cc1 (stereo not given) the results were NR2E3 ag-1 -1, NR2E3 ag-2 -2, MITF TRPM1 inh 1, Shn3 3UTR inh -16, Peg3 promoter 23, KKLEB cytotox 5, LMP1 NFkB inh 7, CF NFkB inh -2, C8 TRAIL sens -19, HIF-2a inh 19 and hiPSC survival -0.5.
For C[C@H]1COC[C@@H](C/C=C/c2ccccc2)N1c1ccccc1 the results were NR2E3 ag-1 -21, Shn3 3UTR inh -5, Peg3 promoter 11, KKLEB cytotox 12, LMP1 NFkB inh -3, CF NFkB inh -16, C8 TRAIL sens 42, HIF-2a inh 4 and hiPSC survival 0.4.
`COC(=O)CCCC1=CC2=CC(=O)C(C)(OC(=O)c3cccs3)C(=O)C2=CN1CC(C)C` (stereo not given) gave NR2E3 ag-1 13, NR2E3 ag-2 -1, MITF TRPM1 inh 1, Shn3 3UTR inh 18, Peg3 promoter 12, KKLEB cytotox 9, LMP1 NFkB inh -1, CF NFkB inh -9, C8 TRAIL sens -5, HIF-2a inh 2 and hiPSC survival 0.9.
`O=C(c1cn(CC2CCCCC2)nn1)N1CCN(c2ccc(F)cc2)CC1` gave NR2E3 ag-1 -20, NR2E3 ag-2 -3, MITF TRPM1 inh 5, Shn3 3UTR inh -3, Peg3 promoter -31, KKLEB cytotox 5, LMP1 NFkB inh -1, CF NFkB inh -12, C8 TRAIL sens -3, HIF-2a inh -55 and hiPSC survival -0.5.
Screening N#Cc1nc(-c2ccco2)oc1NCc1ccco1 returned NR2E3 ag-1 -8, NR2E3 ag-2 1, MITF TRPM1 inh -1, Shn3 3UTR inh -22, Peg3 promoter 0, KKLEB cytotox 0, LMP1 NFkB inh 8, CF NFkB inh 0, C8 TRAIL sens 1, HIF-2a inh -40 and hiPSC survival 0.0.

Five consecutive records from above, for reference:
Screening Cc1c(OCC(=O)NC(Cc2ccc(Cl)cc2)C(=O)O)ccc2c(-c3ccccc3)cc(=O)oc12 (stereo not given) returned NR2E3 ag-1 -16, NR2E3 ag-2 3, MITF TRPM1 inh 1, Shn3 3UTR inh -3, Peg3 promoter 5, KKLEB cytotox -10, LMP1 NFkB inh -6, CF NFkB inh 3, C8 TRAIL sens 4, HIF-2a inh 11 and hiPSC survival 3.4.
`O=C(Nc1ccc(Cl)cc1)C1C2C=CC3(O2)C1C(=O)N(CCCN1CCCCC1)C3C(=O)NC1CCCCC1` (stereo not given) gave NR2E3 ag-1 -40, NR2E3 ag-2 6, MITF TRPM1 inh 0, Shn3 3UTR inh 4, Peg3 promoter 3, KKLEB cytotox -1, LMP1 NFkB inh 0, CF NFkB inh 1, C8 TRAIL sens 10, HIF-2a inh 12 and hiPSC survival 0.0.
O=C(N/N=C/c1ccncc1)c1ccncc1 was read as NR2E3 ag-1 -5, MITF TRPM1 inh -6, Shn3 3UTR inh -1, Peg3 promoter 11, KKLEB cytotox 2, LMP1 NFkB inh -2, CF NFkB inh 2, C8 TRAIL sens 6, HIF-2a inh 4 and hiPSC survival -0.3.
Cc1nn(-c2ccccc2)c(C)c1/C=N/NC(=O)c1ccc(F)cc1 was read as NR2E3 ag-1 -9, NR2E3 ag-2 3, MITF TRPM1 inh -13, Shn3 3UTR inh -28, Peg3 promoter -19, KKLEB cytotox 0, LMP1 NFkB inh -3, CF NFkB inh 3, C8 TRAIL sens 15, HIF-2a inh -39 and hiPSC survival -0.6.
For O=C(CSCc1nc2ccccc2[nH]1)N1CCN(c2cccc(Cl)c2)CC1 the results were NR2E3 ag-1 29, NR2E3 ag-2 -1, MITF TRPM1 inh 16, Shn3 3UTR inh 23, Peg3 promoter 3, KKLEB cytotox 6, LMP1 NFkB inh -3, CF NFkB inh -10, C8 TRAIL sens 19, HIF-2a inh 0 and hiPSC survival -2.7.

The list continues:
Cc1ccc(S(=O)(=O)N2CCN(S(=O)(=O)N(C)C)CC2)cc1 was read as NR2E3 ag-1 0, NR2E3 ag-2 -2, MITF TRPM1 inh 19, Shn3 3UTR inh 5, Peg3 promoter 9, KKLEB cytotox -3, LMP1 NFkB inh -5, CF NFkB inh -7, C8 TRAIL sens -1, HIF-2a inh 19 and hiPSC survival -0.6.
Cc1cc(CNC(=O)C2CCC(=O)N(CCc3cccc(F)c3)C2)nn1C (stereo not given) was read as NR2E3 ag-1 -10, MITF TRPM1 inh 2, Shn3 3UTR inh 1, Peg3 promoter 26, KKLEB cytotox 3, LMP1 NFkB inh -3, CF NFkB inh 16, C8 TRAIL sens -12, HIF-2a inh 7 and hiPSC survival -0.1.
N=c1c(C(=O)NCc2ccccc2)cc2c(=O)n3ccccc3nc2n1CCCN1CCOCC1 was read as NR2E3 ag-1 -6, NR2E3 ag-2 -2, MITF TRPM1 inh -2, Shn3 3UTR inh 3, Peg3 promoter -5, KKLEB cytotox -5, LMP1 NFkB inh -7, CF NFkB inh -11, C8 TRAIL sens 15, HIF-2a inh 9 and hiPSC survival -1.7.
`O=C1CCCc2c1[nH]c1c(Br)cccc21` gave NR2E3 ag-1 -7, NR2E3 ag-2 2, MITF TRPM1 inh -2, Shn3 3UTR inh 1, Peg3 promoter -21, KKLEB cytotox 6, LMP1 NFkB inh 1, CF NFkB inh 9, C8 TRAIL sens 1, HIF-2a inh -22 and hiPSC survival 3.4.
For Cn1cc(NC(=O)OCc2ccc(Cl)cc2)c(C(F)(F)F)n1 the results were NR2E3 ag-1 20, NR2E3 ag-2 1, MITF TRPM1 inh -5, Shn3 3UTR inh 16, Peg3 promoter 13, KKLEB cytotox -5, LMP1 NFkB inh -56, CF NFkB inh 6, C8 TRAIL sens -5, HIF-2a inh 1 and hiPSC survival -1.0.
For CC(C)c1ccccc1NC(=O)CNC(C)c1ccc(F)cc1 (stereo not given) the results were NR2E3 ag-1 -8, NR2E3 ag-2 2, MITF TRPM1 inh 9, Shn3 3UTR inh -10, Peg3 promoter 14, KKLEB cytotox -9, LMP1 NFkB inh -5, CF NFkB inh 7, C8 TRAIL sens -2, HIF-2a inh 8 and hiPSC survival 0.1.
Cc1ccc(S(=O)(=O)NCc2ccccc2)cc1C(=O)N(C)Cc1ccc(F)cc1 was read as NR2E3 ag-1 4, NR2E3 ag-2 -1, MITF TRPM1 inh 9, Shn3 3UTR inh -2, Peg3 promoter 21, KKLEB cytotox -7, LMP1 NFkB inh -1, CF NFkB inh 2, C8 TRAIL sens -9, HIF-2a inh 6 and hiPSC survival -0.3.
Screening C=CCn1cc(Cl)c(=O)n(CC=C)c1=O returned NR2E3 ag-1 -18, NR2E3 ag-2 4, MITF TRPM1 inh -1, Shn3 3UTR inh -4, Peg3 promoter 0, KKLEB cytotox 10, LMP1 NFkB inh 4, CF NFkB inh -4, C8 TRAIL sens -4, HIF-2a inh 8 and hiPSC survival -0.3.
Screening Cc1cccc(N2CCN(S(=O)(=O)c3cc4c(cc3Cl)NC(=O)CO4)CC2)c1C returned NR2E3 ag-1 -29, NR2E3 ag-2 2, Shn3 3UTR inh 0, Peg3 promoter 17, KKLEB cytotox -10, LMP1 NFkB inh -4, CF NFkB inh 9, C8 TRAIL sens -8, HIF-2a inh -10 and hiPSC survival -2.4.
Screening Cc1nc(COc2cccc(Cl)c2)sc1C(=O)/C=C/N(C)C returned NR2E3 ag-1 -8, NR2E3 ag-2 5, MITF TRPM1 inh -37, Shn3 3UTR inh -88, Peg3 promoter -143, KKLEB cytotox -12, LMP1 NFkB inh 4, CF NFkB inh 19, C8 TRAIL sens -14, HIF-2a inh -191 and hiPSC survival -0.2.
For O=C(NN1CCOCC1)c1ccc(Cl)cc1Cl the results were NR2E3 ag-1 9, NR2E3 ag-2 1, MITF TRPM1 inh 5, Shn3 3UTR inh -8, Peg3 promoter 10, KKLEB cytotox 20, LMP1 NFkB inh 0, CF NFkB inh -12, C8 TRAIL sens -5, HIF-2a inh 15 and hiPSC survival -0.6.
Cn1cc(/C=N/NC(N)=S)c2ccccc21 was read as NR2E3 ag-1 -12, NR2E3 ag-2 0, MITF TRPM1 inh 13, Shn3 3UTR inh -15, Peg3 promoter 4, KKLEB cytotox 4, LMP1 NFkB inh 7, CF NFkB inh -13, C8 TRAIL sens -15, HIF-2a inh -2 and hiPSC survival -0.6.
Cc1ccc(SCCC(=O)OCC(=O)NCC2CCCCC2)cc1 was read as NR2E3 ag-1 -1, NR2E3 ag-2 1, MITF TRPM1 inh 8, Shn3 3UTR inh 1, Peg3 promoter 6, KKLEB cytotox -4, LMP1 NFkB inh -3, CF NFkB inh -5, C8 TRAIL sens 1, HIF-2a inh 15 and hiPSC survival 2.3.
CC(C)(C)C(=O)Nc1ccc(NC(=O)C(C)(C)C)cc1 was read as NR2E3 ag-1 -6, NR2E3 ag-2 0, MITF TRPM1 inh -6, Shn3 3UTR inh -26, Peg3 promoter -40, KKLEB cytotox -2, LMP1 NFkB inh -8, CF NFkB inh 15, C8 TRAIL sens 12, HIF-2a inh -44 and hiPSC survival -0.7.

Bioassay records deposited in PubChem BioAssay by several laboratories.
